Source: PubChem BioAssay (National Center for Advancing Translational Sciences (NCATS))
AmpC inh no detg = AmpC beta-lactamase inhibition without detergent | 330,000 tested, 0.52% active | AmpC nitrocefin hydrolysis, absorbance 480 nm, 0.0001% Triton | Potency, µM (highest dose often 57.1 µM), without a hit: at the top dose activity change, negative = inhibition, usual class: inhibitors;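 note: potency is the fitted concentration of half-maximal effect; plate controls were no compound for no effect and no enzyme for full effect; nearly all actives have a fitted effect of over 20% in size; some results filed as inactive show a strong effect at the top dose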
Target sequence (P00811 whole entry, looked up): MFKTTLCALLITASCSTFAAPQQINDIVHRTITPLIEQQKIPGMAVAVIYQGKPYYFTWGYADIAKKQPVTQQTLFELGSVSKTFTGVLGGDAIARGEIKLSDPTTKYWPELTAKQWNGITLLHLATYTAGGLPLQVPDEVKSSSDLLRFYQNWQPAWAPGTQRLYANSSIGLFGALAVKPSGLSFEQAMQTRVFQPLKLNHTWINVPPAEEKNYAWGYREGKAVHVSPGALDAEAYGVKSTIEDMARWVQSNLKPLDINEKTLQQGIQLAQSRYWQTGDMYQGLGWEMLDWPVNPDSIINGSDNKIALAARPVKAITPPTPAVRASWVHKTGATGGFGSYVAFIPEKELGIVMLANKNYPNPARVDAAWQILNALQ
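20 mM phosphate pH 7.0 + 0.01% (detergent screen) or 0.0001% Triton X-100; 5.3 nM AmpC reagent; cpd preinc 15 min RT; nitrocefin (800 uM stock) to start; A480 q20 s × 4 min; Activity was normalised to no-enzyme and no-compound control wells.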
Pf growth 48h = inhibits P. falciparum growth in the first generation, 48 h; 310,000 tested, 5.9% active; Potency, µM (titrated, usually from 28.7 µM), inactives show at the top dose activity change, negative = inhibition, usual class: inhibitors; P. falciparum luciferase growth in erythrocytes, 48 h; note: potency is the fitted concentration of half-maximal effect; % is set by controls: 0 for no effect and ±100 for the full control effect
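Cell-based growth assay: transgenic P. falciparum expressing firefly luciferase, cultured in red cells within RPMI 1640 containing 0.5% w/v Albumax, 24 mM bicarbonate and gentamycin. A drop in luciferase activity indicates inhibition.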
CHX counter = counter-screen for Shiga toxin inhibitors: cycloheximide protein synthesis inhibition | cell reporter, cycloheximide protein synthesis inhibition counterscreen | max response, % | 300,000 tested, 12% active; in the data active = max response mostly above about 13%, no sharp cut-off; inactive = mostly below about 14%; note: read at 38.3 µM for the half of the compounds with a filed dose; 0% is about no effect
Pf growth 96h = inhibits malaria parasite growth, 96 h | AID 504834 | 320,000 tested, 6.9% active | P. falciparum luciferase reporter growth, 96 h | Potency, µM (highest dose often 28.7 µM), for inactives: at the highest dose activity change, negative = inhibition, most hits filed as inhibitors; note: potency is the fitted concentration of half-maximal effect; % is set by controls: 0 for no effect and ±100 for the full control effect
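Delayed-death screen, second-generation endpoint: infected erythrocytes, 2% hematocrit, 0.05% parasitemia final; 96 hours at 37 C, 5% CO2; luciferase detection reagent; luminescence decrease equals reduced growth.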
Tb PYK inh = T. brucei pyruvate kinase inhibition | 410,000 tested, 0.12% active | TbPYK enzyme, Kinase-Glo Plus ATP luminescence, 45 min | Q57TT1 | AID 624173 | Potency, µM (series often up to 76.8 µM), inactives show at the highest dose activity, negative = inhibition, most hits filed as inhibitors; note: potency is the fitted concentration of half-maximal effect; % is set by controls: 0 for no effect and ±100 for the full control effect; nearly all actives have a fitted effect of over 50% in size
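TbPYK + substrate in 50 mM TEA pH 7.2, 100 mM KCl, 10 mM MgCl2, 0.05% BSA, 0.01% Tween-20; cpd pinned; ADP 130 uM final; 45 min RT; Kinase-Glo Plus 10 min; luminescence endpoint.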
Shiga inhibitor = Shiga toxin inhibition; Vero cells, Shiga toxin protein synthesis inhibition reporter; AID 2315; 290,000 tested, 9.2% active; inhibition, % at 38.7 µM; in the data active = inhibition mostly above about 28%, no sharp cut-off; inactive = mostly below about 43%; note: 0% is about no effect
LmPK inhibitor = LmPK (Leishmania mexicana) enzyme inhibition; AID 1721; purified LmPK, Kinase-Glo ATP luminescence, 1 h; Potency, µM (top dose mostly 57.5 µM), without a hit: at the top dose activity change, negative = inhibition, usual class: inhibitors; Q27686; 290,000 tested, 0.37% active; note: potency is the fitted concentration of half-maximal effect; % is set by controls: 0 for no effect and ±100 for the full control effect
Target sequence (Q27686 whole entry, looked up): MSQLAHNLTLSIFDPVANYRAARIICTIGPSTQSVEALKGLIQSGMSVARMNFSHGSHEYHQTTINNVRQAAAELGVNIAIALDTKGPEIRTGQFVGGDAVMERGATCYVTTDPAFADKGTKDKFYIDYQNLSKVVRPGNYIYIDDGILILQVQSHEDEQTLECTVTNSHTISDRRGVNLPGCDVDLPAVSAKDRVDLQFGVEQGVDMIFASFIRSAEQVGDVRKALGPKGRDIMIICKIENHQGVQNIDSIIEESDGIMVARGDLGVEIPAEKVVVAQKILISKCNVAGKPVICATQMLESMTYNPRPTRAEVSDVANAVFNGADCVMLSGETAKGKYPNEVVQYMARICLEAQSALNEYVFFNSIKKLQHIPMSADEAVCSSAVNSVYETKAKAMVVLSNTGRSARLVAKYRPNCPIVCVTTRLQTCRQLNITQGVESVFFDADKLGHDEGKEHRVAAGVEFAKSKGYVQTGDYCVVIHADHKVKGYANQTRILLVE
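Purified LmPK (0.1 nM) with 0.5 mM PEP and 0.1 mM ADP in imidazole buffer pH 7.2 with MgCl2/KCl, 1 h at room temperature. ATP formed was read by luciferase luminescence and normalized to no-enzyme and uninhibited controls.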
The depositor's hits bear a star; ? = inconclusive; . = no result given; & = joins results of further samples; [ ] = another dose, or the depositor's remark. Unless noted, calls come from the whole dose curve; as a rule, active = well fitted curve in the direction sought with a large enough effect; inconclusive = small, poorly fitted or top-dose-only effect, or another doubt; inactive = no such curve, though single readings can be large; an effect the other way counts as inactive or inconclusive.

structure	LmPK inhibitor	AmpC inh no detg	Tb PYK inh	Shiga inhibitor	CHX counter	Pf growth 48h	Pf growth 96h
O=C(CCc1ccccc1)NNC(=O)c1ccccn1	1%	-11%	-7%	32	4	-28%	?
COc1ccc(C2c3c(oc4ccccc4c3=O)C(=O)N2c2ccccn2)cc1OC (stereo not given)	9%	-5%	-1%	19	2	20%	-17%
CC1Nc2nc(NC(=O)C(C)(C)C)[nH]c(=O)c2N(C)C1C (stereo not given)	-1%	-17%	-3%	-9	-4	-10%	14%
CC1CCC2(CC1)NC(=O)N(Cc1nnc(-c3cccs3)o1)C2=O (stereo not given)	2%	-21%	-5%	22	8	-1%	21%
Cc1ccc(NC(=O)Cn2c(=O)oc3ccccc32)cc1	2%	-10%	-7%	13	4	13%	-4%
CC1CCCCN1Cc1ccc(-c2nn[nH]n2)cc1 (stereo not given)	-2%	-13%	7%	-3	1	9%	?
CC(C)CN1C(=O)c2ccc(C(=O)Nc3ccc(O)cc3C(=O)O)cc2C1=O	5%	-30%	0%	-6	-4	0%	16%
CC(=O)N1c2ccc(S(=O)(=O)N3CCC(C(=O)N4CCN(c5ccccc5F)CC4)CC3)cc2CC1C (stereo not given)	-2%	170%[activator]	1%	-7	0	?	?
Cc1ccc(S(=O)(=O)CCC(=O)OCC(=O)c2ccc(C)c(C)c2)cc1	4%	-12%	3%	2	1	-4%	4%
Cc1nc2ccc(Br)cc2c(-c2ccccc2)c1C(=O)O	1%	-14%	-8%	-7	-8	-28%[0.00184 µM]	10%

Profiles as entered above. Screens in order: LmPK inhibitor | AmpC inh no detg | Tb PYK inh | Shiga inhibitor | CHX counter | Pf growth 48h | Pf growth 96h
Cc1ccc(NC(=O)Cn2c(=O)oc3ccccc32)cc1 as listed: 2% | -10% | -7% | 13 | 4 | 13% | -4%
CC1CCC2(CC1)NC(=O)N(Cc1nnc(-c3cccs3)o1)C2=O (stereo not given) as listed: 2% | -21% | -5% | 22 | 8 | -1% | 21%

Next section
structure	LmPK inhibitor	AmpC inh no detg	Tb PYK inh	Shiga inhibitor	CHX counter	Pf growth 48h	Pf growth 96h
COc1ccc(N=C2NN=C(c3ccc4c(c3)OCCO4)CS2)cc1	3%	-40%	-27%	6	21*	.	-84%
Cc1ccc(S(=O)(=O)NCCC(=O)Nc2cccc(S(N)(=O)=O)c2)cc1C	2%	-34%	1%	3	-5	0%	?
COc1cccc(/C=C/C(=O)NNC(=O)c2cc(C)oc2C)c1	.	-25%	3%	.	.	-6%	11%
COc1ccc(C(=O)NNC(=O)C2CCN(S(=O)(=O)c3ccc(C)cc3)CC2)cc1	4%	-11%	-2%	12	-4	-25%	?
CCOc1ccc(Cl)cc1S(=O)(=O)N1CCC(C(=O)NCc2cccnc2)CC1	-1%	48%	0%	7	-7	-1%	4%
CCCOc1ccccc1NS(=O)(=O)c1ccc2[nH]c(=O)[nH]c2c1	-6%	-11%	-4%	-15	-2	6%	9%
Cc1cc(C)cc(NC(=O)CCC(=O)Nc2nnc(C(F)(F)F)s2)c1	-4%	-10%	-15%	11	-1	9%	25%
CN(C)CCN(Cc1ccccc1)C(=O)[C@H](Cc1ccccc1)N1C(=O)c2ccccc2C1=O	-3%	41%	0%	-2	-3	3%	20%
FC(F)(F)c1cc(-c2ccco2)nc(-n2nnc3ccccc32)n1	3%	-15%	-2%	-3	-1	28%	71%[activator]
CC1CCN(CC(=O)Nc2nn(-c3ccccc3)nc2C(N)=O)CC1	1%	-22%	11%	26	-5	-5%	36%[activator]
CC1=NN(c2nc(-c3ccc(C)cc3)cs2)C(=O)C1N=Nc1cccc(O)c1 (stereo not given)	-5%	-38%	?	15	9	-12%	4%
O=C(COC(=O)c1cc(S(=O)(=O)N2CCOCC2)ccc1O)NCCc1ccccc1	6%	-7%	2%	-4	-3	-8%	.
CN1CCN(c2ccccc2NC(=O)c2ccc(-c3ccccc3)cc2)CC1	6%	105%[activator]	-12%	-14	-7	?	.
CCn1c(COC(=O)CNC(=O)c2ccccc2)nc2cc(S(=O)(=O)N(C)C)ccc21	.	-9%	-2%	.	.	1%	60%[activator]
O=S1OCCN1c1ccccc1 (stereo not given)	7%	-16%	-7%	-4	-2	8%	-31%
CCC(C)N1C(=S)SC(C)(C)C1N(O)C(=O)NC1CCCCC1 (stereo not given)	1%	-3%	1%	-11	-3	?	?
CCc1c(C)sc(NC(=O)c2cc(-c3ccc(OC)c(OC)c3)on2)c1C#N	3%	-12%	-7%&-5%	-17	12	79%[activator]	.
Cn1c(C(=O)N2CCCC(C(=O)NCc3ccc4c(c3)OCO4)C2)cc2sccc21 (stereo not given)	9%	63%[activator]	-5%	-17	5	.	-3%
COc1cc([N+](=O)[O-])ccc1NC(=O)Oc1ccc(NC(C)=O)cc1	-2%	-10%	-9%	12	-6	0%	71%[activator]
Cc1noc(C)c1COC(=O)C(c1ccccc1)c1ccccc1	1%	7%	1%	3	1	1%	-21%
COc1ccc(-c2nnc(SCc3ncc(-c4ccccc4)o3)o2)cc1	-2%	-11%	-12%	26	18	?	61%[activator]
COc1ccc(C2Nc3ccccc3C(=O)N2Cc2ccccc2)cc1Cn1nnc2ccccc21 (stereo not given)	2%	-23%	-12%	-22	-2	3.7µM*	3.3µM*
O=C(CSc1ccc(-c2cccc([N+](=O)[O-])c2)nn1)N1CCCCCC1	-4%	15%	1%	33	19*	3%	?
Cc1ccc(N2C(=O)NC(NC(=O)C(C)(C)C)(C(F)(F)F)C2=O)cc1 (stereo not given)	-4%	1%	1%	-2	1	2%	-1%
CCN1C(=O)[C@H]2[C@@H](c3ccc(-c4ccccc4)cc3)N[C@@](CC(C)C)(C(=O)OC)[C@H]2C1=O	.	31%	-11%	.	.	8.3µM*	9.3µM*
CCN(CC)S(=O)(=O)c1ccc2[nH]c(=O)cc(C(=O)Nc3ccccc3N3CCCC3)c2c1	5%	-9%	2%	-3	-2	?	?
CN1C(=O)C(O)(c2sc(N)nc2-c2ccccc2)c2ccccc21 (stereo not given)	3%	-11%	-6%	18	-1	.	.
Cc1cccc(N(CC(=O)Nc2ccccc2F)S(C)(=O)=O)c1	-4%	-2%	-1%	-17	-3	.	5.2µM*
CS(=O)(=O)N1CCN(c2ccccc2NC(=O)c2ccco2)CC1	-1%	11%	-9%	5	-4	27%	82%[activator]
NC(=O)C1(N2CCCCC2)CCN(CC(=O)Nc2ccc(Oc3ccccc3)cc2)CC1	2%	.	0%	-22	1	?	15%
COC(=O)c1ccc(CNS(=O)(=O)c2ccc3ccccc3c2)cc1	-3%	-29%	-2%	-11	-4	19%	35%[activator]
CC(=O)c1c(N2CCOCC2)nc(=S)n(-c2ccccc2)c1C	-11%	-14%	-5%	-16	2	.	69%[activator]
CN1CCN(C(=O)CCc2ncc(C(F)(F)F)cc2Cl)CC1	1%	-9%	1%	-13	5	-1%	20%
CN1C(=S)N(c2ccccc2)C(=O)/C1=C/c1cccs1	1%	-19%	2%	-4	-4	-5%	-16%
NC(=O)NCCN1CCN(c2ncc(C(F)(F)F)cc2Cl)CC1	-11%	-1%	-1%	20	3	39%[activator]	11%
COC(=O)CC1c2cc(OC)c(OC)cc2CC(=O)c2cc(OC)c(OC)cc21 (stereo not given)	3%	17%	0%	-6	1	0%	10%
O=C(Cn1cnc2c(nnn2-c2cccc(Cl)c2)c1=O)N1CCCC1	-5%	-22%	3%	-7	-4	.	23%
CC(c1cccs1)N(Cc1ccco1)C(=S)Nc1ccccc1Cl (stereo not given)	-3%	-34%	-1%	7	8	17%	?
CC(=O)Nc1ccc(Oc2cc(NC(C)=O)cc([N+](=O)[O-])c2)cc1	-1%	-50%	-22%	-4	9	4%	-14%
CCOC(=O)N/N=C(/C)c1cccc(-n2cnnn2)c1	-3%	9%	-2%	2	-2	-5%	84%[activator]
CCc1nnc(NC(=O)CSc2nnc(-c3ccc(O)cc3)n2C)s1	2%	-16%	2%	-12	5	-4%	44%[activator]
Cc1cccc2cc(C#N)c(SCC#N)nc12	0%	-24%	9%	-4	-3	33%[activator]	-13%
C/C(=N\NC(=O)c1ccc(N2CCCC2=O)cc1)c1ccc(O)cc1O	-8%	-15%	3%	-15	-7	7%	-26%
CCn1nc(C)c(C2C(C#N)=C(N)OC3=C2C(=O)CC(C)(C)C3)c1C (stereo not given)	1%	-19%	10%	6	-1	-12%	?
COc1ccc(OC)c(S(=O)(=O)N2CCCC(C(=O)NCCN3CCOCC3)C2)c1 (stereo not given)	-3%	0%	4%	-8	-3	-2%	?
Cc1ccc(OCC(=O)Nc2ccc(N3CCN(C(=O)c4ccc(C)cc4)CC3)cc2)cc1	1%	-26%	-9%	-4	-4	-17%	24%
O=C(c1ccc(Cl)cc1)N(Cc1ccccc1F)N1C(=O)CCCC1=O	-3%	0%	-3%	1	-2	-1%	?
CCNS(=O)(=O)c1ccc2c(c1)n(C)c(=O)n2C	-8%	-3%	-2%	-8	-4	-5%	.
C=CCNC(=O)/C(=C\c1ccco1)NC(=O)c1ccco1	-4%	-11%	-3%	-10	1	2%	14%
CCC(C)[C@H](NC(=O)[C@H](Cc1ccccc1)n1c(=O)[nH]c2ccccc2c1=O)C(=O)N1CCC[C@@H]1C(=O)O (stereo not given in full)	0%	-27%	-1%	-9	-4	2%	?

New compounds follow
structure	LmPK inhibitor	AmpC inh no detg	Tb PYK inh	Shiga inhibitor	CHX counter	Pf growth 48h	Pf growth 96h
Cc1ccc(Nc2cc(C)nc3nnnn23)cc1	1%	-15%	0%	-2	7	?	?
CCOc1ccc(CN(CCC#N)C(=S)NC(=O)c2ccccc2)cc1	?	-32%	-26%	13	1	?	?
Cc1ccc(O)c(C(=O)c2cc(C(=O)NCCc3ccccc3)c(=O)n(CCc3ccccc3)c2)c1	-1%	-39%	7%	-6	-2	1.9µM*	1.5µM*
OC[C@H](O)[C@H](O)[C@@H](O)[C@@H](O)[C@@H]1SC(c2ccccc2)=NN1c1ccccc1	3%	3%	-7%	-8	3	13µM*	?
Cc1ccc(C(=O)Nc2ccc3c(c2)OCCO3)c(C)c1	?	-19%	?	-9	-3	203%[activator]	-4%
Cc1ncc(CO)c(/C=N/NC(=O)c2ccccc2Br)c1O	-7%	-20%	9%	-5	-2	7%	?
O=C(CSc1nccn(-c2ccc(Br)cc2)c1=O)NCc1ccccc1	.	-9%	-2%	.	.	13µM*	?
Cc1cc(C(=O)Nc2ccc(Br)cc2)c2ccccc2n1	9%	21%	-2%	.	-2	45%[activator]	20%
CCCC(=O)Nc1ccc(Cl)c(NC(=O)CC)c1	-1%	-13%	-9%	30	-3	15%	-24%
Cc1nn(CC(=O)O)c(C)c1NC(=O)c1cccs1	-3%	-23%	-7%	-5	-12	21%	-1%
